DUSP3 inh = VHR1 phosphatase inhibitors, primary screen, biochemical, absorbance, uHTS; Dual specificity protein phosphatase 3 (Homo sapiens), P51452; recombinant VHR phosphatase, pNPP absorbance; inhibition, % at 13.3 µM; 290,000 tested, 0.52% active; in the data active means inhibition above about 50%; further: some compounds called inactive have numbers as strong as hits
Target sequence (P51452 whole entry, looked up): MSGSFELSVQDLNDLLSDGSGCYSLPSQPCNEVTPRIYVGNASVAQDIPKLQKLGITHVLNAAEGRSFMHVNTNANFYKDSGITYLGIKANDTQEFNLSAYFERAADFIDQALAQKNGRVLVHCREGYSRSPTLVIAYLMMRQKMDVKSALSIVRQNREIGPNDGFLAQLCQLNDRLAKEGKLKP
TcdB GH inh = TcdB glycohydrolase inhibitors, primary screen, biochemical, single point, plate reader | Toxin B (Clostridioides difficile), P18177 | 350,000 tested, 0.24% active | inhibition, % at 9.99 µM | AID 652162, 2013 | TcdB glycohydrolase enzymatic assay; in the data active means inhibition above about 10%
3CLpro inhibitor = SARS-CoV 3CLpro protease inhibitors, primary screen, biochemical, quenched FRET; Replicase polyprotein 1ab (Severe acute respiratory syndrome coronavirus), P0C6X7; recombinant SARS-CoV 3CLpro, quenched FRET peptide cleavage; inhibition, % at 6 µM; 290,000 tested, 0.14% active; in the data active means inhibition above about 12%
Rv3671c protease = Rv3671c serine protease inhibitors, primary screen, biochemical, fluorescence polarization, M. tuberculosis H37Rv; P9WHR9; inhibition, % at 5.96 µM; 320,000 tested, 0.048% active; in the data active means inhibition above about 38%;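 further: extracellular domain of Rv3671c used as enzyme; 0% = enzyme with DMSO and 100% = no enzyme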
Target sequence (P9WHR9 whole entry, looked up, the tested form may be a part): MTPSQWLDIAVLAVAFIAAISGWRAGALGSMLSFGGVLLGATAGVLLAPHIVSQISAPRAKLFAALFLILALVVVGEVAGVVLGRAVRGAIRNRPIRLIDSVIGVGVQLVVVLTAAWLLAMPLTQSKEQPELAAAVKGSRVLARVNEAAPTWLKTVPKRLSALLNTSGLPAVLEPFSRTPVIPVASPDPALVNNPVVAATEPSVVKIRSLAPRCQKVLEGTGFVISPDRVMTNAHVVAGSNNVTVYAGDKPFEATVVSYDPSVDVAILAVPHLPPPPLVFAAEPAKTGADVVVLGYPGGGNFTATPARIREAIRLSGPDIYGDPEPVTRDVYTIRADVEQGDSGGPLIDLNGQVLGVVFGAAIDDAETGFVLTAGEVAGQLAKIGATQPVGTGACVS
MazF activator = activators of E. coli MazEF toxin-antitoxin RNase, primary screen, biochemical, fluorescence, uHTS; FAM/BHQ RNA-DNA oligo cleavage fluorescence, 5 h; activation, % at 20 µM; 350,000 tested, 0.32% active; in the data active means activation above about 50%
Target sequence (P0AE70 whole entry, looked up): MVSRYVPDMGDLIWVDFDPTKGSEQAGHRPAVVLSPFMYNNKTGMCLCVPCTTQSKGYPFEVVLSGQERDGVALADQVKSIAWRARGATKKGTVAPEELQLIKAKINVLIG
BH1578 lux ind = inducers of Vibrio cholerae quorum light production without autoinducers, primary screen, BH1578 luxS cqsA deficient, single point; V. cholerae BH1578 lux reporter, luminescence, 6 h; activation, % at 18.7 µM; 350,000 tested, 0.16% active; AID 588436, 2011; in the data active means activation mostly above about 9.7%, no sharp cut-off; further: not every result past the cut was called active; inactives centre near 0; reference of the scale not given here
PrPC TRFRET = inhibitors of human cell surface prion protein PrPC, primary screen, cell-based, TR-FRET. Major prion protein (Homo sapiens), P04156. TR-FRET read-out. inhibition, % at 13.8 µM. 370,000 tested, 0.43% active. AID 720596, 2013; in the data active means inhibition above about 24%; further: 0% = median of the test wells and 100% = reference compound wells
Yp Topo-I inh = Yersinia pestis topoisomerase I inhibitors, primary screen, biochemical, cleavage product accumulation, plate reader, single point; Y. pestis Topo-I cleavage product accumulation; 360,000 tested, 0.064% active; activity, % at 10 µM; in the data active means activity above about 50%, passing the limit was not always enough; further: inactives centre near 2
CCHFV vOTU inh = CCHFV vOTU protease inhibitors, primary screen, biochemical, Pep-AMC substrate, fluorescence; Crimean-Congo hemorrhagic fever virus L polyprotein viral ovarian tumor (vOTU) protease …; inhibition, % at 11.5 µM; 370,000 tested, 0.55% active; in the data active means inhibition above about 30%; further: 0% = vehicle wells with enzyme and 100% = no enzyme wells
PriA SSB inh = inhibitors of Klebsiella pneumoniae PriA binding to SSB C-terminal tail, primary screen, biochemical, AlphaScreen | AlphaScreen SSBct-PriA binding, biotinylated peptide | inhibition, % at 33 µM | 430,000 tested, 0.6% active; in the data active means inhibition mostly above about 37%, no sharp cut-off; inactive means mostly below about 20%;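 further: plate controls were negative control peptide for no effect and reference peptide for full effect; strong numbers were not always called active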
* hit, by the source's call; i = inactive; · = not tested or not shown; & = joins results of further samples. An excerpt, so the mix of outcomes need not match the whole.

The line under a structure holds: DUSP3 inh	TcdB GH inh	3CLpro inhibitor	Rv3671c protease	MazF activator	BH1578 lux ind	PrPC TRFRET	Yp Topo-I inh	CCHFV vOTU inh	PriA SSB inh
- Cc1ccc(-c2cc(C(=O)Nc3nn[nH]n3)c3ccccc3n2)c(C)c1
  34	·	3	-2	3	-0.9	-4	-8	3	-14
- Cc1ccc(S(=O)(=O)N2CCC(C(=O)NCCCN3CCCC3=O)CC2)cc1
  ·	1.3	·	-6	8	i	-2	-2	-13	-3
- CCN(CC)S(=O)(=O)c1ccc2c(c1)nc(SCn1nnc3ccccc3c1=O)n2CC
  -10	·	1	1	3	i	0	0	1	1
- COc1ccc(CC(=O)OCC(=O)Nc2ccc(Cl)cn2)cc1
  22	·	-1	6	-1	i	12	5	1	-14
- O=C(CN1CCCCCCC1)N/N=C/c1ccccc1F
  -8	·	4	7	-1	-0.3	2	-1	-7	·
- O=C(O)C1CC=CCC1C(=O)NCc1ccc2c(c1)OCO2 (stereo unspecified)
  5	·	-3	-1	-7	i	-2	-6	-4	-4
- COc1ccccc1C(c1nnnn1CCc1ccccc1)N1CCCCCC1 (stereo unspecified)
  26	·	1	-6	-11	i	18	28	15	-7
- COCC(C)NC(=O)c1cc(-c2ccccc2OC)on1 (stereo unspecified)
  41	·	-6	-1	-3	-0.2	4	-6	5	2
- CCOC(=O)CSC1=C(C#N)C(c2ccc(Cl)cc2)CC(=O)N1 (stereo unspecified)
  8	0.5	-1	-1	0	-0.3	8	6	2	-11
- COc1ccc(Cl)cc1S(=O)(=O)N1CCCC(C(=O)N2CCOCC2)C1 (stereo unspecified)
  -7	-2.1	4	9	2	-0.2	4	-3	-4	3
- CCOC(=O)c1ccc(NC(=O)Nc2ccon2)cc1
  -17	1.4	4	10	-2	i	7	0	-15	-1
- CNC(=O)/C(=C\c1ccco1)NC(=O)c1ccco1
  20	-2.2	-5	3	7	-0.4	-1	-1	9	-8
- Cc1ccccc1COc1cccc(/C=N/NC(=O)c2nnn(-c3nonc3N)c2C)c1
  -4	1.3	1	5	-22	-0.4	-5	2	9	·
- COc1ccc(-c2csc(NC(=O)c3ccccc3NS(=O)(=O)c3ccc(C)cc3)n2)cc1
  -7	2.1	4	-28	1	-0.1	12	0	9	-5
- CCNc1nnc(SCC(=O)NC2CCCCCC2)s1
  ·	1.4	·	·	-3	5.0	-3	-9	-2	-29
- CC1=C(C(=O)Nc2ccccn2)C(c2ccc3c(c2)OCO3)C2=C(CC(C)(C)CC2=O)N1 (stereo unspecified)
  4	0.3	5	-5	-5	1.0	0	4	-11	-11
- C[C@H]1CN([C@@H](C)CO)C(=O)c2cc(NC(=O)Nc3cccc4ccccc34)ccc2O[C@@H]1CN(C)Cc1ccc(-c2ccccc2)cc1
  ·	0.4&1.2	·	-139	-7	-1.3	10	-2	20	18
- COc1ccc(C(=O)C(Cc2cc(C(C)=O)ccc2OC)N2CCCC2)cc1 (stereo unspecified)
  18	-0.5	2	6	-11	-0.4	-1	4	6	-9
- COc1cccc(-c2cc(C(=O)N3CCN(C(c4ccccc4)c4ccccc4)CC3)no2)c1
  0	·	-5	-13	-13	-2.8	-4	22	-5	-7
- CC(C)(C)n1nc2c(c1NC(=O)Cc1ccc([N+](=O)[O-])cc1)CS(=O)(=O)C2
  19	0.5	1	2	6	i	-7	-15	9	-16
- Cn1c(=O)cc(OCCCC(=O)NCCC2=CCCCC2)c2ccccc21
  8	1.9	1	5	4	-0.2	-5	10	1	-10
- Cc1ccn2c(Nc3ccc4c(c3)OCO4)c(-c3ccccn3)nc2c1
  -15	-1.4	0	18	4	-0.3	-24	2	13	97
- CC1CCN(C(=O)COC(=O)c2ccc(Cl)nc2)CC1
  ·	0.8	·	-5	0	i	0	3	-5	-5
- O=C(NCCc1ccccc1)c1ccc(NC(=O)C2CCCC2)cc1
  ·	-0.2	·	·	14	i	2	-6	-1	-4
- CC1(C(=O)Nc2ccc3c(c2)OCCO3)CCN1C(=O)Cc1cc(F)ccc1F (stereo unspecified)
  ·	0.5	·	·	·	i	4	2	16	·
- COc1cccc(-c2nc(CS(=O)CC(=O)NCc3ccc(F)cc3)c(C)o2)c1 (stereo unspecified)
  2	1.5	-5	-5	-1	i	2	-3	1	3
- Cc1cc(Cl)ccc1OC(C)C(=O)OCC(=O)Nc1ccc2[nH]c(=O)[nH]c2c1 (stereo unspecified)
  ·	0.4	·	16	2	-0.9	1	-4	1	8
- CCCCCn1c(=O)[nH]c2cc(C(=O)O)ccc2c1=O
  -20	·	5	-2	-13	-0.2	1	7	-2	-16
- CC(=O)N1CC(=O)N(OCc2ccccc2)C1c1ccc(Cl)cc1Cl (stereo unspecified)
  20	-1.0	-4	1	0	i	10	7	-10	-12
- CCOc1cccc(-c2c(C(=O)N/N=C/c3ccc(C)o3)nnn2-c2nonc2N)c1
  18	1.1	0	0	13	-0.4	-8	-4	12	·

Twelve structures from above, sorted by SMILES length, lowest first:
The line under a structure holds: DUSP3 inh	TcdB GH inh	3CLpro inhibitor	Rv3671c protease	MazF activator	BH1578 lux ind	PrPC TRFRET	Yp Topo-I inh	CCHFV vOTU inh	PriA SSB inh
- CCNc1nnc(SCC(=O)NC2CCCCCC2)s1
  ·	1.4	·	·	-3	5.0	-3	-9	-2	-29
- O=C(CN1CCCCCCC1)N/N=C/c1ccccc1F
  -8	·	4	7	-1	-0.3	2	-1	-7	·
- O=C(O)C1CC=CCC1C(=O)NCc1ccc2c(c1)OCO2 (stereo unspecified)
  5	·	-3	-1	-7	i	-2	-6	-4	-4
- COc1ccccc1C(c1nnnn1CCc1ccccc1)N1CCCCCC1 (stereo unspecified)
  26	·	1	-6	-11	i	18	28	15	-7
- CC(=O)N1CC(=O)N(OCc2ccccc2)C1c1ccc(Cl)cc1Cl (stereo unspecified)
  20	-1.0	-4	1	0	i	10	7	-10	-12
- COc1ccc(Cl)cc1S(=O)(=O)N1CCCC(C(=O)N2CCOCC2)C1 (stereo unspecified)
  -7	-2.1	4	9	2	-0.2	4	-3	-4	3
- Cc1ccc(S(=O)(=O)N2CCC(C(=O)NCCCN3CCCC3=O)CC2)cc1
  ·	1.3	·	-6	8	i	-2	-2	-13	-3
- CC1(C(=O)Nc2ccc3c(c2)OCCO3)CCN1C(=O)Cc1cc(F)ccc1F (stereo unspecified)
  ·	0.5	·	·	·	i	4	2	16	·
- Cc1ccccc1COc1cccc(/C=N/NC(=O)c2nnn(-c3nonc3N)c2C)c1
  -4	1.3	1	5	-22	-0.4	-5	2	9	·
- CCN(CC)S(=O)(=O)c1ccc2c(c1)nc(SCn1nnc3ccccc3c1=O)n2CC
  -10	·	1	1	3	i	0	0	1	1
- COc1ccc(-c2csc(NC(=O)c3ccccc3NS(=O)(=O)c3ccc(C)cc3)n2)cc1
  -7	2.1	4	-28	1	-0.1	12	0	9	-5
- C[C@H]1CN([C@@H](C)CO)C(=O)c2cc(NC(=O)Nc3cccc4ccccc34)ccc2O[C@@H]1CN(C)Cc1ccc(-c2ccccc2)cc1
  ·	0.4&1.2	·	-139	-7	-1.3	10	-2	20	18

(more compounds)
The line under a structure holds: DUSP3 inh	TcdB GH inh	3CLpro inhibitor	Rv3671c protease	MazF activator	BH1578 lux ind	PrPC TRFRET	Yp Topo-I inh	CCHFV vOTU inh	PriA SSB inh
- O=C(COC(=O)C1COc2ccccc2O1)c1ccc(F)cc1 (stereo unspecified)
  ·	0.1	·	·	-6	-1.0	-7	3	10	·
- CC(C)C1C(c2ccccc2)N(C)C(c2ccccc2)CC1(O)c1ccccc1 (stereo unspecified)
  27	0.8	4	-7	5	-1.4	3	-4	-5	5
- CN1CCN/C1=C(/C(Cl)=C(Cl)Cl)[N+](=O)[O-]
  11	0.9	4	-3	1	-0.1	3	1	6	-9
- CCc1nc(Nc2ccc(O)cc2)c2oc3ccccc3c2n1
  24	-1.7	-1	-3	10	i	2	-11	-5	-2
- CC(C)COP(=O)(c1ccc(N(C)C)cc1)C(Nc1ccccc1)c1cccnc1 (stereo unspecified)
  25	1.1	8	-5	-7	-0.4	0	20	20	11
- O=C(O)C1CSC2(c3ccc(Br)cc3)CCC(=O)N12 (stereo unspecified)
  26	-0.4	-4	-1	-10	i	3	6	-3	-3
- CCCCc1nnc(NC(=O)Cc2ccc(OC)c(S(=O)(=O)N3CCOCC3)c2)s1
  ·	1.0	·	1	0	0.7	5	-4	-1	-13
- O=C(COC(=O)Cc1ccc(F)cc1)NCCc1ccccc1
  ·	0.5	·	-7	0	0.3	-2	-4	1	-6
- O=C(NCc1ccco1)C1CC(O)CN1C(=O)Nc1ccccc1 (stereo unspecified)
  17	1.1	-4	3	6	-2.8	-5	9	-10	3
- O=C(NCCN1CCOCC1)/C(=C/c1ccccc1)NC(=O)c1ccccc1
  36	0.5	-4	6	9	-0.1	-8	0	4	-4
- O=C(NCc1ccc(F)cc1)c1cc(-c2ccncc2)nc2ccccc12
  26	0.9	2	6	16	-6.2	-20	28	-18	3
- Cc1ccc(-n2c(SCC(=O)NCC3CCCO3)nc3ccccc3c2=O)cc1 (stereo unspecified)
  ·	0.0	·	1	-1	i	-2	4	-4	3
- O=c1[nH]c2cc(Cl)cc(Cl)c2[nH]c1=O
  32	·	-3	-3	-8	-0.4	-3	-1	-9	-11
- O=C(O)CCn1c(SCc2ccccc2)nc2ccccc21
  -20	·	-1	4	4	i	-2	5	-9	-1
- CN(CCc1ccccc1)C1CCCN(S(=O)(=O)N(C)C)C1 (stereo unspecified)
  -8	0.1	-1	-5	7	-0.4	-15	0	-5	0
- O=C(C(=O)N1CCN(c2cccc(Cl)c2)CC1)N1CCCCC1
  2	-0.6	-1	-1	3	-0.2	6	13	2	-15
- Cc1ccc(-c2cc(C(F)F)n3ncc(C(=O)NN4CCCCC4)c3n2)cc1
  11	-2.1	2	-8	2	-0.3	9	-3	1	1
- COc1ccccc1-c1oc2ccccc2c1C#CC1(O)CCCCC1
  ·	1.6	·	-9	-1	i	-3	10	6	-18

Screening results: PubChem, several laboratories
